HepG2 tox: HepG2 cytotoxicity, counter-screen for TGF-b inhibitors | Potency, µM (top dose mostly 46.1 µM), for inactives: at the highest dose activity change, negative = cytotoxicity, hits mostly cytotoxic | HepG2 CAGA-GFP viability, ATP luminescence, 18 h | actives 0.76% (n = 410,000); note: potency is the fitted concentration of half-maximal effect; some results filed as inactive show a strong effect at the top dose
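HepG2 CAGA-GFP cells (1000/well, DMEM with 1% FBS) received compound, then TGF-beta at 500 pg/mL final, and were incubated 18 hours at 37 degrees C. Viability was read by CellTiter-Glo luminescence. Media-only wells were set as complete cell-killing and DMSO as no toxicity.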
ATXN2 expr inh: ATXN2 expression inhibition; Potency, µM (top dose mostly 57 µM), for inactives: top-dose activity change, negative = inhibition, hits mostly inhibitors; HEK-293 ATXN2-luciferase reporter, luminescence, 24 h; AID 1745845; actives 0.72% (n = 360,000); note: potency is the fitted concentration of half-maximal effect; % is set by controls: 0 for no effect and ±100 for the full control effect; nearly all actives have a fitted effect of over 55% in size
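qHTS (up to 57 uM final) was run with 24 h compound exposure of reporter cells at 37 °C. Each well was multiplexed: SteadyGlo luminescence measured ATXN2-luciferase expression after a fluorogenic Gly-Phe-AFC viability readout (25 uM final).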
TGFb SMAD3 inh: blocks TGF-b signaling. actives 1.2% (n = 410,000). AID 588855. HepG2 CAGA-GFP TGF-b/SMAD3 reporter, GFP fluorescence, 18 h; TGF-beta stimulated, 500 pg/mL final. Potency, µM (top dose mostly 46.1 µM), without a hit: at the highest dose activity, negative = inhibition, usual class: inhibitors; note: potency is the fitted concentration of half-maximal effect; % is set by controls: 0 for no effect and ±100 for the full control effect; nearly all actives have a fitted effect of over 65% in size
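Using HEPG2 CAGA-GFP reporter cells at 1000 cells/well, we pinned test compounds, stimulated with recombinant TGF-beta (500 pg/mL final) and measured total well GFP after 18 h.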
A549 viability: kills or reduces viability of A549 cells in Nrf2 counter-screen. A549 ARE-Fluc cells, CellTiter-Fluor viability, 18-24 h. Potency, µM (series often up to 46 µM), for inactives: at the top dose activity change, negative = cytotoxicity, hits mostly inhibitors. actives 0.16% (n = 390,000). AID 504648; note: potency is the fitted concentration of half-maximal effect; % is set by controls: 0 for no effect and ±100 for the full control effect
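Cytotoxicity counterscreen: CellTiter-Fluor fluorescence was measured in A549 ARE_Fluc cells after 18-24 h of compound exposure in a concentration series. The subsequent BugLite luminescent read reports ARE-luciferase activity.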
MCF10A rerep: induces DNA re-replication in MCF 10a normal breast cells; MCF 10A DNA re-replication, Hoechst nuclear intensity, 48 h; Potency, µM (highest dose often 46.1 µM), for inactives: at the top dose activity, positive = re-replication, usual class: activators; actives 2.9% (n = 350,000); note: potency is the fitted concentration of half-maximal effect; % of control where 0% means no effect; nearly all actives have a fitted effect of over 50% in size
Nrf2 ARE act: Nrf2 pathway activation; AREc32 ARE-luciferase reporter (MCF7-derived line), luminescence, 24 h; actives 0.31% (n = 410,000); Potency, µM (top dose mostly 46.1 µM), for the others: top-dose activation, usual class: activators; note: potency is the fitted concentration of half-maximal effect; % of control where 0% means no effect; nearly all actives have a fitted effect of over 65% in size
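Reporter line AREc32 (ARE-Fluc), seeded overnight in OPTI-MEM with 5% FBS; compound pin-transferred, 24 hr at 37 deg C, 5% CO2; luminescent read-out.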
S2 tox: cell viability loss in ATXN counter-screen. S2 cells (HEK-293 line with an ATXN2-luciferase reporter) viability, CellTiter-Fluor protease fluorescence, 24 h. Potency, µM (series often up to 56.7 µM), actives largely listed as cytotoxic. actives 0.49% (n = 400,000). AID 651635; note: potency is the fitted concentration of half-maximal effect; nearly all actives have a fitted effect of over 40% in size
IL-1B inflam inh: inhibitors of inflammasome signaling (IL-1 beta secretion); actives 4.7% (n = 360,000); THP-1 LPS/ATP IL-1B secretion, AlphaLISA, 16 h; hits give low values; activity change, % at 57.5 µM; in the data active = activity change below about -50%; inconclusive = mostly about -30% to -49%; note: % is set by controls: 0 for no effect and ±100 for the full control effect
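Secreted IL-1B measured by AlphaLISA bead assay after 16 h compound exposure of THP-1 cells; compounds (final up to 57.5 uM) added 1 h before LPS (250 ng/mL) and ATP (1.25 mM) stimulation; lower signal means less secretion.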
Nrf2 block: Nrf2 pathway inhibition; A549 ARE-Fluc reporter, luciferase luminescence, 18-24 h; actives 2.1% (n = 360,000); Potency, µM (series often up to 46 µM), without a hit: at the highest dose activity change, negative = inhibition, hits mostly inhibitors; note: potency is the fitted concentration of half-maximal effect; % is set by controls: 0 for no effect and ±100 for the full control effect; nearly all actives have a fitted effect of over 60% in size
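Nrf2 function is reported as luminescence of an ARE-controlled luciferase in A549 cells. Compounds were tested at several concentrations, and a CellTiter-Fluor read on the same wells flagged cytotoxicity.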
The depositor's hits bear a star; i = inactive; ? = inconclusive; / = no result given; & = joins results of further samples; ! = not confirmed by another sample; [ ] = dose if it differs, or a comment. Unless noted, calls come from the whole dose curve; as a rule, active = well fitted curve in the direction sought with a large enough effect; inconclusive = small, poorly fitted or top-dose-only effect, or another doubt; inactive = no such curve, though single readings can be large; an effect the other way counts as inactive or inconclusive.

entry	Compound	HepG2 tox	ATXN2 expr inh	TGFb SMAD3 inh	A549 viability	MCF10A rerep	Nrf2 ARE act	S2 tox	IL-1B inflam inh	Nrf2 block
1	CCC(C)C(NC(=O)C1CCC(C)CC1)C(=O)NC(C(=O)OC)C(C)C (stereo not given)	-2%	2%	-15%	1%	1%	-0.7%	i	12	/
2	COc1ccc(CCN=C(N)NS(=O)(=O)c2ccccc2)cc1OC	4%	14%	24%	-2%	10%	-0.5%	i	-14	-9%
3	CCCc1cnc2c(c1SCC(=O)Nc1ccccc1F)c(=O)n(C)c(=O)n2C	-6%	-7%	-6%	9%	/	3.4%	i	/	/
4	N=c1c(S(=O)(=O)c2ccc(Cl)cc2)cc2c(=O)n3ccccc3nc2n1C1CCCCC1	2%	-7%	26%	-13%	13%	0.2%	i	-20	2%
5	Cc1ccc(NC(=O)CCNS(=O)(=O)c2ccc3c(c2)CCC(=O)N3)c(Br)c1	-7%	-18%	-4%	0%	5%	3.2%	i	20	20%
6	O=C1c2ccccc2NC(c2ccc([N+](=O)[O-])cc2)N1O (stereo not given)	-10%	?	-13%	-3%	21%	-0.6%	?	20	0%
7	Cc1cc(C(=O)NC(CC(C)C)C(=O)O)cc(C)c1[N+](=O)[O-] (stereo not given)	-4%	-6%	0%	-12%	-2%	-1.0%	i	15	-2%
8	Cc1ccc(C(C)C)c(OCC(=O)NN=C2CCCC2)c1	-7%	/	-18%	-4%	12%	-0.1%	?	5	3%
9	CCOC(=O)/C(=N\NC(=O)c1ccccc1)c1ccccc1	-3%	-5%	-4%	0%	5%	-0.1%	i	-13	-10%
10	O=C(NCc1ccc(F)cc1)C1CCCCN1S(=O)(=O)c1ccc(F)cc1 (stereo not given)	-9%	1%	-13%	2%	/	3.8%	i	/	21%
11	N#Cc1ccc(CSc2nc(N)cc(=O)[nH]2)cc1	-4%	/	-2%	6%	0%	0.0%	?	37	?
12	CN(C)CC(C)(C)CNS(=O)(=O)c1ccc(Cl)c(Cl)c1	0%&-8%	-33%&-4%	-9%&0%	?	?	-0.2%&-0.6%	i	-54*!	0%&7%
13	CC12CC(O)C3c4ccc(O)cc4CCC3C1CCC2=O (stereo not given)	9%	/	-5%	-1%	11%	-0.4%	i	44	-13%
14	CC(C)C(=O)N1CCC1(C)C(=O)NS(=O)(=O)c1cccs1 (stereo not given)	-1%	-2%	5%	/	/	-0.6%	i	9	/
15	CC(C)N(C(=O)[C@H]1CC(CC(=O)NCc2cccc(C(F)(F)F)c2)C(=O)N2CCc3c([nH]c4ccccc34)[C@]12C)C(C)C (stereo not given in full)	-92%	?	13µM*	?	?	4.0%	/	?	?
16	CCC[C@@H](CN1CCC[C@H]1CN1C(N)=NC[C@H]1CC(C)C)N1C[C@@H]([C@H](C)CC)N(CCCC2CCCC2)C1=N	-15%	-6%	5%	4%	-35%[inhibitor]	0.1%	i	-58*	6%
17	COc1ccc(C(=O)CSc2nnc(CNc3ccc(C)cc3C)n2Cc2ccco2)cc1	0%	-28%	?	-3%	26%	0.2%	?	?	?
18	C=CCn1c(SCC(=O)N(CC)C2CCS(=O)(=O)C2)nnc1-c1ccccc1 (stereo not given)	20%	-3%	5%	2%	1%	0.4%	?	11	8%
19	CC1(c2ccc3ccccc3c2)NC(=O)N(CC(=O)O)C1=O (stereo not given)	9%	3%	0%	-4%	0%	0.3%	i	16	4%
20	Clc1ccccc1N=C1SCCS1	-59%	28%	-5%	9%	0%	0.1%	i	4	?
21	O=C(CN1CCC(n2nnc3cc(F)ccc32)CC1)N1CCCc2ccccc21	-16%	-7%	-4%	-9%	?	0.0%	?	-6	-28%
22	CCOc1cc(CO)c(Br)cc1OCC(=O)O	-6%	8%	14%	-2%	5%	-0.8%	i	51	-12%
23	CC(C)CCNC(=O)NC(=O)COC(=O)c1cc(S(=O)(=O)N2CCOCC2)ccc1N1CCCCC1	-25%	-3%	7%	-13%	9%	-0.5%	i	16	-24%
24	CCOC(=O)N1CCN(c2ccc(C(F)(F)F)cn2)CC1	-6%	-4%	0%	1%	?	0.3%	i	1	?
25	COC(=O)c1cc(NC(=O)CC2CCCC2)cc(C(=O)OC)c1	-3%	3%	0%	-3%	-4%	-0.4%	i	24	?
26	NC(=O)C1CCN(C(=O)CCC(=O)c2ccc(Br)cc2)CC1	5%	20%	-8%	1%	4%	0.7%	i	-2	12%
27	COc1ccc(Cc2c(O)nc(SCC(=O)N3CCCCCC3)[nH]c2=O)cc1	0%	6%	1%	-5%	14%	-0.8%	i	-5	6%
28	Cc1cccc(N(CC(=O)NC2CCCC2)C(=O)CCCC(=O)Nc2ccccn2)c1	10%	13%	-12%	3%	1%	0.4%	i	16	7%
29	O=C(O)CCC(=O)N1CCc2cc(S(=O)(=O)N3CC=C(c4ccccc4)CC3)ccc21	-4%	-1%	3%	-9%	-1%	-0.9%	i	23	-3%
30	O=C(CSc1nnc2c(n1)[nH]c1ccccc12)NCc1ccccc1F	10%	-7%	2%	0%	8%	-0.1%	i	5	5%
31	O=C(NC(Cc1c[nH]c2ccccc12)C(=O)OCC(=O)c1cccc2ccccc12)c1cccs1 (stereo not given)	-19%	-11%	?	1%	0%	0.2%[9.22 µM]	i	0	6%
32	CCOC(=O)C1CCN(C(=O)COC(=O)CNC(=O)c2sc3ccccc3c2Cl)CC1	-6%	/	-15%	4%	-1%	0.2%	i	-4	-16%
33	O=C(CCc1nc2ccccc2[nH]1)Nc1ccc2c(c1)OCO2	5%	3%	-16%	2%	0%	3.6%	i	-18	/
34	CCCOc1ccccc1NC(=O)c1ccc([N+](=O)[O-])cc1	6%	-12%	15%	2%	?	7.1%	i	10	-8%
35	O=C(N/N=C/c1ccc(O)cc1)c1csc2c1CCCC2	-20%	27%	-1%	-4%	3%	2.7%	?	-62*	?
36	Cc1nnc(NC(=O)CSc2nnc(Cc3cccn3C)n2CCc2ccccc2)s1	-1%	4%	-1%	5%	2%	-0.1%	i	17	11%
37	CCc1nc(CNC(=O)C2CCC(=O)N(Cc3ccccc3F)C2)no1 (stereo not given)	1%	7%	-4%	-6%	1%	-2.7%	i	6	6%
38	Cc1ccc(S(=O)(=O)Nc2ccc3nc(-c4cccc(Cl)c4)oc3c2)cc1	0%	4%	-2%	-8%	/	-0.5%	i	/	?
39	CCCCN(CC)S(=O)(=O)c1ccc(C(=O)N(CCCN(C)C)c2nc3cc(C)cc(C)c3s2)cc1	-178%	?	?	-13%	0%	5.2%	?	-178*	3%
40	CCOC(=O)C1CCN(C(=O)CNS(=O)(=O)c2ccc(Br)s2)CC1	-2%	-10%	?	-2%	?	0.4%	?	0	/
41	Cc1cc([N+](=O)[O-])cc2c1NC(=O)C2(O)N1CCCCCC1 (stereo not given)	1%	-9%	34%	-14%	-2%	-0.6%	i	30	?
42	O=C(COC(=O)c1ccccc1Br)Nc1ccc2[nH]c(=O)[nH]c2c1	0%	8%	-10%	-17%	-1%	8.3%	i	13	-5%

Of the compounds above, these contain an aryl thioether with sulfur outside any ring:
entry	Compound	HepG2 tox	ATXN2 expr inh	TGFb SMAD3 inh	A549 viability	MCF10A rerep	Nrf2 ARE act	S2 tox	IL-1B inflam inh	Nrf2 block
3	CCCc1cnc2c(c1SCC(=O)Nc1ccccc1F)c(=O)n(C)c(=O)n2C	-6%	-7%	-6%	9%	/	3.4%	i	/	/
11	N#Cc1ccc(CSc2nc(N)cc(=O)[nH]2)cc1	-4%	/	-2%	6%	0%	0.0%	?	37	?
17	COc1ccc(C(=O)CSc2nnc(CNc3ccc(C)cc3C)n2Cc2ccco2)cc1	0%	-28%	?	-3%	26%	0.2%	?	?	?
18	C=CCn1c(SCC(=O)N(CC)C2CCS(=O)(=O)C2)nnc1-c1ccccc1 (stereo not given)	20%	-3%	5%	2%	1%	0.4%	?	11	8%
27	COc1ccc(Cc2c(O)nc(SCC(=O)N3CCCCCC3)[nH]c2=O)cc1	0%	6%	1%	-5%	14%	-0.8%	i	-5	6%
30	O=C(CSc1nnc2c(n1)[nH]c1ccccc12)NCc1ccccc1F	10%	-7%	2%	0%	8%	-0.1%	i	5	5%
36	Cc1nnc(NC(=O)CSc2nnc(Cc3cccn3C)n2CCc2ccccc2)s1	-1%	4%	-1%	5%	2%	-0.1%	i	17	11%
